# Assay outcomes (PubChem BioAssay)
# GRK2 inh: compounds blocking aptamer binding on GRK2 – biochemical, human GRK2, bead flow cytometry, HTS, primary screen; actives 0.59% (n = 330,000); Beta-adrenergic receptor kinase 1 (Homo sapiens), P25098; FAM-aptamer displacement from GRK2; AID 488847, 2010; inhibition of aptamer binding, % at 10 µM;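 active = inhibition of aptamer binding above 40%, roughly 3 SD of noise, on plates passing a quality check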;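 note: median bead fluorescence of bound FAM aptamer so fluorescent compounds give negative values; no value below 0 was filed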
# MCL1 BIM primary: inhibitors of MCL1 binding to BIM-BH3, primary screen, biochemical, fluorescence polarization; GST-MCL1 / FITC-Bim-BH3 fluorescence polarization; Induced myeloid leukemia cell differentiation protein Mcl-1 (Homo sapiens), Q07820; actives 0.68% (n = 320,000); inhibition, % at 10.9 µM;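 active = inhibition above the mean inhibition of all tested compounds plus 3 SD, set per campaign, cut at about 40% in these data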;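 note: 0% = DMSO wells and 100% = unlabeled Bim-BH3 peptide control; higher means more loss of mP so more displacement of Bim peptide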
# Bcl-xL primary: inhibitors of human Bcl-xL, primary screen, biochemical, fluorescence polarization, HTS; GST-Bcl-xL / FITC-Bim BH3 peptide fluorescence polarization; Bcl-2-like protein 1 (Homo sapiens), Q07817; actives 0.7% (n = 320,000); inhibition, % at 10.9 µM;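 active = inhibition above the mean of all tested compounds plus 3 SD, cutoff set per campaign, cut at about 30% in these data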;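 note: 0% = DMSO wells and 100% = unlabeled Bim-BH3 peptide competitor; inhibitors lower millipolarization by displacing the labeled peptide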
# AGP1 TOR yeast: modulators of AGP1-GFP expression in yeast TOR pathway, primary screen, cell-based, multiplex flow cytometry, S. cerevisiae, MLPCN library. 3 h; GFP as percent of DMSO wells. GFP response vs DMSO, % at 10 µM. actives 0.02% (n = 320,000);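 active = GFP response relative to DMSO above a set limit, near screen average plus 3 SD, cut at about 150% in these data; inconclusive = fewer than 70 cells counted for the yeast strain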;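 note: median GFP channel fluorescence of the gated AGP1 strain per well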
# CR mimetic SO: reduction of superoxide in aged yeast, primary screen, HTS | AID 2690, 2010 | S. cerevisiae aged cells, superoxide DHE fluorescence; hits give low values | superoxide response (% of plate mean), % at 10 µM | actives 0.18% (n = 330,000);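 active = superoxide response under a set limit, about three screen SD below normal, cut at about 65% in these data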;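 note: yeast aged for seven days with compound at 30 °C before DHE staining; 100% = average MFI of all compound-treated wells on the plate with controls excluded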
# CIT2 TOR yeast: modulators of CIT2-GFP expression in yeast, primary screen, S. cerevisiae, GFP fusion, multiplex flow cytometry, MLPCN library; S. cerevisiae CIT2-GFP strain, 3 h; 100 means same as DMSO wells; actives 0.065% (n = 320,000); GFP response vs DMSO, % at 10 µM;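 active = GFP response relative to DMSO above a set limit, near the screen mean plus 3 SD, cut at about 150% in these data; inconclusive = Fewer than 70 cells measured for a yeast strain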;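 note: ratio of well median GFP fluorescence to mean of DMSO wells on the plate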
# GLD-1 RNA inh: GLD-1/TGE RNA complex disruptors, primary screen, biochemical, fluorescence polarization. Female germline-specific tumor suppressor gld-1 (Caenorhabditis elegans), Q17339. purified GLD-1 + fluorescein TGE RNA. inhibition, % at 5.96 µM. actives 0.44% (n = 320,000);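 active = percent inhibition above a per-plate cutoff, the plate mean of test compounds plus 3 SD, cut at about 30% in these data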;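 note: 0% = DMSO wells with GLD-1 and probe and 100% = wells lacking GLD-1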
# MEX-5 binding: MEX-5 zinc finger RNA-binding disruptors – biochemical, C. elegans, fluorescence polarization, MLPCN library, primary screen. activity score (negative = inhibition of binding), % at 10 µM. MEX-5/FITC-TCR2 RNA binding; hits give low values. actives 0.38% (n = 300,000);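 active = inhibition past about -25% in most replicates, and total fluorescence under double the plate's negative control median, limit read from the data; inconclusive = replicates evenly split on the limit, or fluorescence at least double controls; inactive = too little inhibition in most replicates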;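 note: 0% = DMSO and -100% = 5 µM competing unlabeled TCR2 RNA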
# VLA-4 inh: inhibition in human VLA-4 binding assay, primary screen, VLA-4 allosteric modulator project, MLPCN library, flow cytometry, VLA-4 expressing cells | Integrin alpha-4 (Homo sapiens), P13612 | inhibition, % (about 7 µM as worked out from the volumes in the protocol) | ligand binding flow cytometry | actives 0.2% (n = 330,000) | AID 2557, 2010; in the data active = inhibition above about 50%
# Target sequence (P13612 whole entry, looked up): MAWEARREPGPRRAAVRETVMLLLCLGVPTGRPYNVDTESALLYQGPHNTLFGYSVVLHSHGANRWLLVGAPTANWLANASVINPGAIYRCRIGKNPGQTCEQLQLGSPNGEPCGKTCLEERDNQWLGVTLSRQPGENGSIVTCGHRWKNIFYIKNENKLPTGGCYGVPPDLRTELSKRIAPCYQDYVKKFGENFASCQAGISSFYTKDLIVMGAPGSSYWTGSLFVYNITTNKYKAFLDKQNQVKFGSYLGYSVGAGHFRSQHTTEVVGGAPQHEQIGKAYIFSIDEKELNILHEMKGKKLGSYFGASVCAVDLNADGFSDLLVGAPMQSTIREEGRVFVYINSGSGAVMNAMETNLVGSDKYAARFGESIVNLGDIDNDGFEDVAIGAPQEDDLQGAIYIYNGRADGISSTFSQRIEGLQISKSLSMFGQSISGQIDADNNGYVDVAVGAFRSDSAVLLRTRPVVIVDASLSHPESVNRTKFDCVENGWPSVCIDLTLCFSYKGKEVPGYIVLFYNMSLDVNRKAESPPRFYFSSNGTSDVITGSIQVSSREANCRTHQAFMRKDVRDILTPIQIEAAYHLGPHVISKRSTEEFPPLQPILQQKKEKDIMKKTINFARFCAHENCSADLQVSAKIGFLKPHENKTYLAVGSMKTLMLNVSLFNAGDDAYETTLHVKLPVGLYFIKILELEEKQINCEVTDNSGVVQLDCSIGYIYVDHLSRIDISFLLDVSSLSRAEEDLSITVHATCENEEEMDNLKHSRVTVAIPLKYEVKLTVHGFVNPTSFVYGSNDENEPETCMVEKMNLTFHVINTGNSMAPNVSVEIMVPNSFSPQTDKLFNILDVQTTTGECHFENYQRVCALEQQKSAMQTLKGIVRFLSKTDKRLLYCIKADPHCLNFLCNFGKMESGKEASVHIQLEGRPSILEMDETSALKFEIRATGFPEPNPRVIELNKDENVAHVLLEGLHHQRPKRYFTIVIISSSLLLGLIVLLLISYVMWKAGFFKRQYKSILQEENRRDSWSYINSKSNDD
# Active calls of the source: *; ? = inconclusive; · = no result given; [ ] = remark or other dose.
canonical_smiles	GRK2 inh	MCL1 BIM primary	Bcl-xL primary	AGP1 TOR yeast	CR mimetic SO	CIT2 TOR yeast	GLD-1 RNA inh	MEX-5 binding	VLA-4 inh
Cn1c(=O)[nH]c(=O)c2c1nc(Br)n2CCC(=O)c1ccccc1	0	-1	6	103	86	101	-5	-0.4	4
Cc1ccc(OCc2n[nH]c(=S)n2-c2ccc(Br)cc2)cc1	0	-5	-8	101	96	106	3	1.5	-8
CCOC(=O)C1(CC2CC2)CCN(Cc2ccc(OC)cc2F)CC1	0	5	-1	103	87	99	1	0.8	5
C=CCn1c(C2CCCCC2)n[nH]c1=S	1	-5	-12	100	107	95	-5	2.7	10
O=C(Nc1ncccn1)c1cc(-c2ccc(F)cc2)nc2ccccc12	0	0	3	100	87	98	4	-4.3	4
CC(Sc1nncn1C)C(=O)Nc1ccc(Cl)cn1 (stereo not given)	3	-9	-8	115	115	115	1	-2.7	7
O=C(NNC(=O)C1C2C=CC(C2)C1C(=O)O)c1ccccc1 (stereo not given)	10	5	1	100	109	104	-3	1.5	12
Cc1nn(-c2ccccc2)c(C)c1-c1ccccc1O	40	-4	4	104	98	106	-3	2.4	1

# 5 compounds from above, sorted by the value under MCL1 BIM primary, ascending:
Molecule	MCL1 BIM primary
C=CCn1c(C2CCCCC2)n[nH]c1=S	-5
Cc1nn(-c2ccccc2)c(C)c1-c1ccccc1O	-4
Cn1c(=O)[nH]c(=O)c2c1nc(Br)n2CCC(=O)c1ccccc1	-1
O=C(Nc1ncccn1)c1cc(-c2ccc(F)cc2)nc2ccccc12	0
O=C(NNC(=O)C1C2C=CC(C2)C1C(=O)O)c1ccccc1 (stereo not given)	5

# (listing goes on)
canonical_smiles	GRK2 inh	MCL1 BIM primary	Bcl-xL primary	AGP1 TOR yeast	CR mimetic SO	CIT2 TOR yeast	GLD-1 RNA inh	MEX-5 binding	VLA-4 inh
O=C(Cc1ccc(-n2c(=O)c3ccccc3n(CC(=O)Nc3ccc(F)cc3F)c2=O)cc1)NCc1ccco1	0	7	9	107	91	102	1	2.1	-2
COc1ccc(OCC(O)Cn2c(Nc3cccc(C)c3)nc3c2c(=O)n(C)c(=O)n3C)cc1 (stereo not given)	1	14	2	99	93	100	5	-0.1	-8
COc1ccc(N2CCN(c3ccc([N+](=O)[O-])cc3Cl)CC2)cc1	0	0	-3	102	104	99	-1	1.6	13
CCOC(=O)C1CCN(C(=O)c2ccccc2N(C)S(C)(=O)=O)CC1	0	5	5	102	107	99	3	0.8	-1
O=S(=O)(NCc1ccccc1)c1ccc(S(=O)(=O)N2CCCCC2)cc1	2	1	3	92	92	87	4	-2.8	11
CC1CCc2sc(C(=O)NNS(=O)(=O)c3ccc(F)c(F)c3F)cc2C1 (stereo not given)	1	0	-1	102	93	96	-4	1.7	-3
COc1cc(C2c3c(-c4cc(Cl)c(C)cc4O)n[nH]c3C(=O)N2Cc2cccnc2)ccc1O (stereo not given)	1	2	1	123	110	104	1	-0.3	3
CC(=O)c1c(C)[nH]c(C(=O)COC(=O)c2cccs2)c1C	0	·	·	102	100	106	3	·	-2
Cc1ccc(S(=O)(=O)N(CC(=O)NCc2ccncc2)Cc2ccccc2F)cc1	0	-7	-1	76	98	97	14	-2.5	-4
CCc1ccc(-c2nc(CS(=O)CC(=O)NCc3ccc4c(c3)OCO4)c(C)o2)cc1 (stereo not given)	3	0	3	104	109	110	-1	-3.3	11
O=C(COc1ccc2c3c(c(=O)oc2c1)CCC3)c1ccc2c(c1)OCO2	0	1	3	93	100	94	3	3.3	12
CCN(Cc1ccc(N(C)C)cc1)C(C)C(=O)Nc1ccc(S(=O)(=O)N2CCCC2)cc1 (stereo not given)	3	3	4	98	103	96	2	·	9
C#CCOC(=O)c1ccccc1C(=O)OCC#C	1	9	13	111	80	107	5	0.1	25
CC(=O)Nc1cccc(NS(=O)(=O)c2c(C)noc2C)c1	0	·	·	100	70	116	-3	·	-6
COc1ccc(OCC(=O)NCCCNC(=O)COc2ccc(OC)cc2)cc1	0	-3	1	105	92	101	2	·	6
O=C(c1ccc2ccccc2n1)N1CCN(c2ccccn2)CC1	4	2	7	103	87	100	1	-0.8	-9

# Three structures out of the list, ordered by heavy-atom count, low to high.
canonical_smiles	GRK2 inh	MCL1 BIM primary	Bcl-xL primary	AGP1 TOR yeast	CR mimetic SO	CIT2 TOR yeast	GLD-1 RNA inh	MEX-5 binding	VLA-4 inh
C#CCOC(=O)c1ccccc1C(=O)OCC#C	1	9	13	111	80	107	5	0.1	25
CC(=O)Nc1cccc(NS(=O)(=O)c2c(C)noc2C)c1	0	·	·	100	70	116	-3	·	-6
COc1ccc(OCC(=O)NCCCNC(=O)COc2ccc(OC)cc2)cc1	0	-3	1	105	92	101	2	·	6

# Next results:
canonical_smiles	GRK2 inh	MCL1 BIM primary	Bcl-xL primary	AGP1 TOR yeast	CR mimetic SO	CIT2 TOR yeast	GLD-1 RNA inh	MEX-5 binding	VLA-4 inh
CCN(CC)S(=O)(=O)c1cccc(C(=O)N/N=C/c2cc(OC)c(O)c(OC)c2)c1	0	2	5	97	108	102	-6	2.2	-10
O=C(CCOc1ccccc1)Nc1cccc([N+](=O)[O-])c1	1	-2	4	94	101	89	7	-0.9	7
COc1ccc(NS(=O)(=O)c2cc(C)ccc2NC(=O)c2cc(C)oc2C)cc1	1	0	-3	92	115	89	6	-4.2	43
CN(CCO)c1ccc([N+](=O)[O-])cc1C(=O)O	0	-2	1	95	96	91	4	-2.9	-7
CCOn1c(SCC)nc2ccccc2c1=O	1	3	4	101	85	98	-6	0.7	15
CCOc1cc(/C=N\Nc2nc(-c3ccc(C)cc3)c(NC(C)=O)s2)ccc1O	37	9	3	104	102	104	-7	1.1	1
COC(=O)C(C)Sc1nc2ccsc2c(=O)n1Cc1ccccc1 (stereo not given)	1	3	2	105	103	108	1	0.2	-2
CCOC(=O)c1c(S(=O)(=O)NCC(=O)N2CCN(c3cccc(OC)c3)CC2)c(C)n(C)c1C	1	2	9	111	135	102	3	2.5	3
COc1ccc(C)cc1NC(=O)CSc1nnc(-c2ccco2)n1N	0	-4	-5	107	103	98	4	-1.5	32
C/C=C(\C)c1nnc(NC(=O)C(C)C)s1	2	-5	-4	101	99	·	10	2.5	-3
CCC(C)(C(=O)NC1CCCCC1)N(C(=O)CNC(=O)c1ccccc1)c1c(C)n(C)n(-c2ccccc2)c1=O (stereo not given)	1	9	7	86	99	81	4	-0.8	13
O=C(O)CCC(=O)N1CCc2cc(S(=O)(=O)N3CCN(c4ccc(F)cc4)CC3)ccc21	0	5	0	93	92	98	7	1.8	-8
O=C(CSc1ncccn1)NC(=O)Cc1ccccc1	0	21	7	97	85	94	0	·	5
Cc1ccc(N(CC(=O)Nc2ccc(F)cc2)S(=O)(=O)N2CCCC2)cc1	0	-2	0	102	87	97	0	-2.2	-7
COc1cccc(-c2cc(C(F)(F)F)nc(N3CCOCC3)n2)c1	2	6	6	110	104	108	-2	-1.9	-10
O=C(CN1C(=O)c2ccccc2C1=O)Nc1cccc(S(=O)(=O)Nc2ccccc2Cl)c1	0	5	8	90	110	84	5	1.5	-14
Cc1ccc(C(=O)N/N=C\c2c(C)nn(-c3ccccc3)c2Cl)cn1	0	0	4	92	104	95	2	-0.3	21
CCOC(=O)c1cc(C(=O)OCC)c2cc(Br)ccc2n1	3	3	1	82	106	94	6	1.9	11
Cc1ccc(C(=O)Nc2nnc(Cc3ccccc3)s2)cc1	0	-1	3	103	82	109	8	0.9	9
CCOC(=O)c1ccc(N2C(=O)CC(N(C)Cc3ccccc3)C2=O)cc1 (stereo not given)	0	4	1	90	100	95	3	0.1	-1
CC(C)(C)n1cnc2cc(NC(=O)c3ccc(Cl)cc3)ccc21	0	-1	1	94	98	95	2	1.6	5
CC(C)Nc1ncnc2c1cnn2Cc1ccc(Cl)cc1	0	6	1	15[may fluoresce violet]	94	?	-4	0.2	22
CC1Sc2ccc(Cl)cc2-c2nc(N)ncc21 (stereo not given)	0	-4	0	82	69	108	4	-0.5	5
CCc1ccc(NC2=NC(C(=O)NC3CCCCC3)CC(=O)N2)cc1 (stereo not given)	0	5	4	104	98	104	-2	2.4	-68
COC(=O)c1nnn(-c2ccc(Cl)c(Cl)c2)c1C(=O)OC	4	6	8	99	93	93	5	-0.1	2
COc1cccc(-n2c(-c3ccco3)nc3nc4ccccc4nc32)c1	0	0	-2	100	109	100	-2	-5.3	0
CCN(Cc1ccccc1)C(=O)CN1C(=O)c2ccccc2C1=O	2	2	-2	104	93	100	-1	-0.9	-5
c1ccc(CSc2ncnc3c2cnn3-c2ccccc2)cc1	0	5	-2	107	102	116	10	-3.1	10
CSC1=NCCN1S(=O)(=O)c1ccc(F)cc1	0	8	-1	101	99	105	-2	0.9	12
Cc1cc2ccccc2c(=O)n1CC(=O)NCC(=O)N1CCN(c2cccc(Cl)c2)CC1	3	5	4	96	116	102	-4	0.0	4
COC(=O)C1CCN(C(=O)COC(=O)Cn2cnnn2)CC1	0	-6	1	91	93	90	7	0.0	-1
O=C(NC(Cc1ccccc1)C(=O)O)/C(=C/c1ccc([N+](=O)[O-])cc1)NC(=O)c1ccccc1 (stereo not given)	1	3	0	99	101	102	-8	-0.9	-6

# 4 of these compounds, reformatted:
# Values run as follows: GRK2 inh	MCL1 BIM primary	Bcl-xL primary	AGP1 TOR yeast	CR mimetic SO	CIT2 TOR yeast	GLD-1 RNA inh	MEX-5 binding	VLA-4 inh
O=C(NC(Cc1ccccc1)C(=O)O)/C(=C/c1ccc([N+](=O)[O-])cc1)NC(=O)c1ccccc1 (stereo not given)
  1	3	0	99	101	102	-8	-0.9	-6
c1ccc(CSc2ncnc3c2cnn3-c2ccccc2)cc1
  0	5	-2	107	102	116	10	-3.1	10
COc1cccc(-n2c(-c3ccco3)nc3nc4ccccc4nc32)c1
  0	0	-2	100	109	100	-2	-5.3	0
COC(=O)C1CCN(C(=O)COC(=O)Cn2cnnn2)CC1
  0	-6	1	91	93	90	7	0.0	-1

# Following part.
canonical_smiles	GRK2 inh	MCL1 BIM primary	Bcl-xL primary	AGP1 TOR yeast	CR mimetic SO	CIT2 TOR yeast	GLD-1 RNA inh	MEX-5 binding	VLA-4 inh
O=C(OCc1nc2ccccc2s1)c1cc2ccccc2oc1=O	3	7	6	92	97	91	4	0.2	9
COc1ccc(S(=O)(=O)Cc2ccc(C(=O)NCc3ccccc3OC)o2)cc1	0	-3	1	101	102	103	-3	0.7	12
COc1ccccc1OCCCCCNCCO	1	1	-1	106	97	103	0	0.5	14
CC1CCCN(CC(=O)Nc2ccc(S(=O)(=O)N3CCCCC3)cc2)C1 (stereo not given)	1	1	-3	109	92	103	2	0.8	-14
